KDM5B inh: KDM5B demethylase inhibition | Q9UGL1 | KDM5B demethylase, FDH-coupled NADH fluorescence (FDH is formaldehyde dehydrogenase) | Potency, µM (doses to about 57.7 µM), for inactives: at the highest dose activity change, negative = inhibition, actives largely listed as inhibitors | 220,000 compounds, 2.6% hits | AID 1347165; active = well fitted inhibition curve with a large enough effect; inconclusive = small, poorly fitted or top-dose-only effect; inactive = no such curve, though single readings can be large or run the other way; note: 0% is about no effect; nearly all actives have a fitted effect of over 70% in size
Target sequence (Q9UGL1 whole entry, looked up): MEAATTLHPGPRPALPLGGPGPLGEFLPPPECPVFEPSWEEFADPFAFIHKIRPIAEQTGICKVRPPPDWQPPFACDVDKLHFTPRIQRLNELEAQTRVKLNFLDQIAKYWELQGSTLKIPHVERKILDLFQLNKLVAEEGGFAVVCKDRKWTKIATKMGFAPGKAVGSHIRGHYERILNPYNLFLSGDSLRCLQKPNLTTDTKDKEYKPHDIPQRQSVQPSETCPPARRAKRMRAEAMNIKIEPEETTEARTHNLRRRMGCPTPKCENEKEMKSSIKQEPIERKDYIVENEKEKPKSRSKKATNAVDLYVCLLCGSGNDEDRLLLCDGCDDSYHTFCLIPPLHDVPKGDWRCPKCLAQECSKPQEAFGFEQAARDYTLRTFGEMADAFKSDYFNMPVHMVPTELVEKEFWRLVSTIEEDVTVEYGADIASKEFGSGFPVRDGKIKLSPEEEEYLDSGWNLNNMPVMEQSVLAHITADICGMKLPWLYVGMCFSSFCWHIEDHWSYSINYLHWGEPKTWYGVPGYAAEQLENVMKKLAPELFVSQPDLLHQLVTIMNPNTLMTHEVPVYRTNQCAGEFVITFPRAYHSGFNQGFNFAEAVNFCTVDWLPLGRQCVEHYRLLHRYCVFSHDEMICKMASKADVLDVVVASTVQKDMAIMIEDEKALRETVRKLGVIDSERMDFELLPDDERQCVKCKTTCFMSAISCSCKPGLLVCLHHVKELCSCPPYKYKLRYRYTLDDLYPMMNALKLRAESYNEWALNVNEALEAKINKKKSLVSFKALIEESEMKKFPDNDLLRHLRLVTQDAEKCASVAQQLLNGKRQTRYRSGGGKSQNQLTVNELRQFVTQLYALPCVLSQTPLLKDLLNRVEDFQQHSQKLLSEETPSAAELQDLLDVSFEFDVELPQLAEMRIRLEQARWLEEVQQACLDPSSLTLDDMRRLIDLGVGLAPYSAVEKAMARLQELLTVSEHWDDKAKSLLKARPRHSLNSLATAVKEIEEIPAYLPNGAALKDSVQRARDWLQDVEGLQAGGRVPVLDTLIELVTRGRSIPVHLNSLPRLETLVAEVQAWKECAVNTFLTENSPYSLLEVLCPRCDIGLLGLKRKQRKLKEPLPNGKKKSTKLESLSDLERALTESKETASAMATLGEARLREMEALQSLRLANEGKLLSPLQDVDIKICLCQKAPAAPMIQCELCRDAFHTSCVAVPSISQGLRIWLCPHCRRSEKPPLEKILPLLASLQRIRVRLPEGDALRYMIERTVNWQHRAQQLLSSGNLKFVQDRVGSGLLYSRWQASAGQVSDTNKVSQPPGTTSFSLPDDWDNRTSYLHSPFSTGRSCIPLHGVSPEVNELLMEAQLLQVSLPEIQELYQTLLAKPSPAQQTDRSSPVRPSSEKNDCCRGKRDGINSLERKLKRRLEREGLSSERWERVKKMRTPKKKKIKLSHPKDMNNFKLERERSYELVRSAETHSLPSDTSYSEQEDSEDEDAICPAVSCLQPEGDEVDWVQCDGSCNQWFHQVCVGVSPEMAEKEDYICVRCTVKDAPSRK
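KDM5BΔAP (200 nM final) in 50 mM HEPES pH 7.5, 0.01% Tween-20 was preincubated 10 min at RT with compound over a concentration range. Substrate mix (H3K4me3 12.5 µM, α-KG 25 µM, Fe²⁺, ascorbate, NAD⁺, FDH) was added, and NADH fluorescence change over 30 min gave dose-response curves.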
Numbers without * were called inactive; ? = inconclusive; & = joins results of further samples; [ ] = remark or other dose. Potency is the fitted concentration of half-maximal effect. A portion of the library; the hit share may differ from the screen's.

SMILES	KDM5B inh
C#CCOc1ccc(C(=O)N[C@@H]2CN(Cc3ccc(CO)o3)CCC[C@H]2O)cc1	?
COc1ccc(NC(=O)Cn2nc3c(cc2=O)CCCCC3)cc1Cl	9.6%
COc1ccc(NC(=O)N2Cc3[nH]cnc3C[C@H]2c2nc(-c3ccc(C)cc3)no2)cc1	?
O=C(CCCO)NC1Cc2ccccc2C1	19.3%
Cc1c(NC(=O)c2ccc(Br)o2)cccc1-c1nc2ccccc2o1	1.1%&-24.7%
CCCCN1C(=O)C(CC(=O)NC(C)(C)CC)Sc2ncccc21 (configuration not stated)	-24.4%
Cc1c(Cl)cccc1NC(=O)c1oc2ccc(S(=O)(=O)N3CCC4(CC3)OCCO4)cc2c1C	-0.4%
COc1ccc(Cl)c(OC)c1C(=O)NC(=O)Nc1c(F)cc(F)cc1F	15.3%
O=C1CN(Cc2ccc(-c3cncnc3)cc2)CCN1c1nccc(Cl)n1	-16.0%
Cc1cccc(OCCc2noc(C3CCCN(C(=O)C(C)C)C3)n2)c1 (configuration not stated)	-1.2%
CCOC(=O)C1CCN(c2nc(-c3ccc(Br)cc3)nc3ccccc23)CC1	-15.1%
CCOC(=O)c1ccc(Nc2nc(C(=O)OCC)nc3ccccc23)cc1	?
CC(C(=O)Nc1ccc2[nH]c(=O)[nH]c2c1)N(C)Cc1cccc(Cl)c1Cl (configuration not stated)	7.4%
O=C(NCc1ccccc1)C(=O)Nc1nc(-c2ccccc2)cs1	?
COCC(=O)NC[C@@H]1CC[C@H]2C[C@@H]1C2(C)C	-2.4%[86.2 µM]
CCOC(=O)c1sc2ccccc2c1S(=O)(=O)Nc1ccc(C(C)=O)cc1	-20.1%
COc1ccc(S(=O)(=O)N2CCC(c3noc(-c4ccccn4)n3)C2)cc1 (configuration not stated)	11.1%
O=C(Nc1ccc(F)cc1F)c1ccn(Cn2nnc(-c3ccccc3)n2)n1	-11.9%
Cc1cc(C(=O)COC(=O)c2cc3ccccc3oc2=O)c(C)n1C1CC1	2.6%
CC1(CCCCN2CCOCC2)COc2ccc(C(=O)NCc3ccccc3)cc2N1 (configuration not stated)	39.8µM*
Cc1ccc(CNC(=O)c2ccc(-c3nc(CS(=O)(=O)c4ccc(C)cc4)c(C)o3)cc2)cc1	?
COC(=O)C(NC(=O)c1ccccc1Cl)(Nc1nc(C2CC2)cs1)C(F)(F)F (configuration not stated)	-11.3%
COc1ccc(S(N)(=O)=O)cc1C(=O)N1CCC2(CN(C)C(=O)O2)C1 (configuration not stated)	18.0%
C/C(=N\N=C(N)N)c1ccc(C)c(C)c1	12.2%
O=C([C@H]1C[C@H](Oc2cccnc2)CN1C(=O)c1ccc2ccccc2n1)N1CCOCC1	-13.3%
COc1ccc(-c2cc(NC(=O)c3cccnc3)n(C3CCS(=O)(=O)C3)n2)cc1 (configuration not stated)	-13.6%
CN(C)Cc1nc(C(=O)N2CCC3(CC2)[C@H](O)C[C@@H]3O)cs1	1.6%
COc1cc(Br)c(/C=C(/C#N)C(=O)C(C)(C)C)cc1OC	22.1%
CCCCn1c(SCc2ccccc2C)nc2ccsc2c1=O	-2.3%
C#CCNC(=O)C1CN(c2ccc(F)cc2)C(=O)N1 (configuration not stated)	-12.9%[86.2 µM]
COC(=O)C(Cc1c[nH]c2ccccc12)NC(=O)COc1ccc(Cl)cc1Cl (configuration not stated)	4.4%
O=C(CSc1nc2nc[nH]c2c(=O)[nH]1)Nc1ccc(F)cc1F	6.8%
CCSc1nc(-c2ccccc2F)nc2c1Cc1c(CO)cnc(C)c1O2	13.9%
Cc1cc(C)cc(NC(=O)C2CCN(c3ncnc4c3sc3ncccc34)CC2)c1	2.4%
Cc1ccc(N(CC(=O)N2CCN(c3cccc(C)c3C)CC2)S(=O)(=O)c2c(C)nn(C)c2C)cc1	?
CCCNC(=O)C1C(c2cccc(NC(=O)c3ccc(C)cc3)c2)OC(=O)N1Cc1ccc(C)cc1 (configuration not stated)	-13.1%
COc1cc(NC(=O)N2CCc3c(sc4c3CCCC4)C2c2ccccc2)cc(OC)c1OC (configuration not stated)	?
Cc1ccsc1C(=O)N1CCCC(Cc2nc(C3CCOCC3)no2)C1 (configuration not stated)	?
N#C/C(=C/c1ccc(OCC(F)(F)F)cc1)c1ccccn1	-4.5%
Cc1ccc(OC(=O)CCC(=O)Nc2ccc(C)c(C)c2)cc1	24.3%
O=C(OCCOC(=O)C12CC3CC(CC(Br)(C3)C1)C2)c1ccccc1	6.3%
COc1cc(OC)c(NC(=O)Cn2ccn3nc(-c4ccccc4)c(CO)c3c2=O)cc1Cl	?
O=S(=O)(c1ccccc1)n1nc(-c2ccc(Cl)cc2)nc1NCc1ccccc1	-5.4%
COc1ccc(-c2nc3sc(CCNC(=O)c4ccccc4C)c(C)n3n2)cc1	7.3%
CCc1ccc(CN2CCc3nc(N4CCN(CC)CC4)ncc3C2)cc1	?
O=C(N[C@H](c1ccccn1)C1CC(O)C1)c1ccc(Cn2cccn2)o1 (some centres not stated)	18.4%
O=C(Nc1ccccc1)Nc1ccc([C@H]2OCC(=O)N(Cc3ccc(F)cc3)[C@@H]2CO)cc1	-22.7%
Cn1c(=O)c2c(ncn2CC(=O)Nc2cccc3ccccc23)n(C)c1=O	-9.4%
CCOc1cc(C(C(=O)NCC2CCCO2)N(C(=O)Cn2nnc3ccccc32)c2ccccc2C(C)=O)ccc1O (configuration not stated)	?
O=C(c1cccs1)N1CCCc2cc(NS(=O)(=O)c3ccc(F)cc3)ccc21	9.7%
Cc1cc(C)c(NC(=O)Cn2c(=O)n(-c3ccc(F)cc3)c(=O)c3c2cc(C)n3C)c(C)c1	9.3%
Cc1ccccc1OCCC(=O)N1CCN(S(=O)(=O)c2ccccc2F)CC1	23.8%
CCc1nnsc1C(=O)NC(C)c1ccc(SC)cc1 (configuration not stated)	4.8%
COc1cc(NC(=O)C(NS(=O)(=O)c2ccc3c(c2)CCCC(=O)N3)C(C)C)cc(OC)c1 (configuration not stated)	2.7%
Cc1cccc(-c2noc(CSc3n[nH]c(=O)c4cc(-c5ccco5)nn34)n2)c1	-12.0%
c1ccc(CCC2CCNCC2)cc1	17.4%

More records.
Molecule,KDM5B inh
CCOc1ccc(Oc2ccc(NC(=O)c3nn(C)c(=O)c4ccccc34)cc2)cc1,-4.2%
CC(=O)N1c2ccccc2C(=O)C1N1CCN(c2ccc(Cl)cc2)CC1 (configuration not stated),-28.0%
CCOc1ccc2c(c1)c(C(C)=O)c(C)n2CCc1ccccc1,-19.9%
O=C(Nc1ccc(Cl)c(C(=O)NC2CCCCC2)c1)c1ccncc1,3.1%
CC(NC(=O)CSc1nc2c(c(=O)n(C)c(=O)n2C)n1Cc1ccccc1F)c1ccccc1 (configuration not stated),-2.5%
CCCN(C(=O)Cn1cnc2sc(C)c(S(=O)(=O)N3CCN(c4ncccn4)CC3)c2c1=O)c1cccc(C)c1,-28.7%
C[C@@H]1C(=O)O[C@H]2[C@H]1CC[C@@]1(C)Cc3sc(NS(=O)(=O)c4ccc(F)c(Cl)c4)nc3[C@@H](C)[C@H]21,-25.1%
CC(=O)N1CCC(c2noc(-c3ccccn3)n2)C1 (configuration not stated),3.3%
COc1cc(NC(=O)CN2CCCN(S(=O)(=O)c3ccc(F)cc3)CC2)cc(OC)c1,6.8%[11.5 µM]
CC(C)Oc1ccccc1/C=C(/C#N)C(=O)Nc1cccc(C(F)(F)F)c1,?
CCCNC(=O)N1CCN(c2oc(-c3ccco3)nc2C#N)CC1,?
COc1cc(C)ccc1OCc1cc(C(=O)NC(C)Cn2cncn2)no1 (configuration not stated),-0.2%
Cc1ccc(C(=O)N/N=C2/CC(=O)CC(C)(C)C2)cc1Br,2.4%
COc1ccc(OC)c(C(=O)c2c(C)oc3cc(Br)c(O)c(CN(C)C)c23)c1,?
CCS(=O)(=O)c1nc(S(=O)(=O)c2ccc(C)cc2)c(NCc2ccccc2Cl)s1,-9.4%
O=C(CCC(=O)N1CCSc2ccccc21)Nc1ccc(Cl)cc1,?
O=C(CC1CCN(C(=O)Nc2ccccc2F)C1)NC1CC1 (configuration not stated),8.4%
Cc1c(Cl)cccc1NC(=O)c1cc(-c2cccs2)on1,-9.9%[11.5 µM]
COc1ccc(-c2ccc3ncc(Nc4ccncc4)n3n2)cc1OC,-10.7%[86.2 µM]
CCn1c(C(=O)NCC(=O)NC2CC2)cc2ccccc21,9.5%
Cc1ccsc1C(=O)NCC1Cn2cccc2C(=O)N1Cc1ccccc1 (configuration not stated),-2.2%
CCN(CC)c1nc2ccccc2nc1C(=O)Nc1ccccc1C,-17.6%
O=C(CN1C(=O)C(c2ccccc2)=NC12CCCCCC2)NC1CCCCC1,-11.3%
CCOc1ccc(CC(=O)N2CCC3(CC2)N=C(c2ccc(Cl)cc2)NO3)cc1,15.8µM*
COc1ccc2c(C)c(CCC(=O)Nc3cc(C)ccc3F)c(=O)oc2c1,?
O=C(Nc1ccsc1)N[C@H]1C[C@H]2C(=O)NC[C@@H](CCC(=O)N3CCN(c4ccccn4)CC3)N2C1,?
COC(=O)c1ccc(NC(=O)CC2C(=O)N(c3cccc(F)c3)C(=O)N2CC(C)C)cc1 (configuration not stated),?
O=C/C=C/c1ccc([N+](=O)[O-])cc1,?
COc1ccccc1N1CCN(S(=O)(=O)CCNC(=O)Cc2ccc(Cl)cc2)CC1,-15.9%
Cn1cc2c3c(cccc31)CN(C(=O)c1ccc(F)cc1Cl)CC2,?
Cc1cccc(NC(=O)CSc2nnc3scc(-c4ccccc4)n23)c1,4.4%
Cc1ccc2oc(C(=O)Nc3nc(-c4ccc(F)cc4)ns3)c(C)c2c1,-10.9%
CNC(=O)CC1CCOC2(CCN(C(=O)NCc3ccc(OC)cc3)CC2)C1 (configuration not stated),10.1%
O=C(Cn1cnc2ccccc2c1=O)N1CC[C@H](CO)[C@H](O)C1,-24.9%
CCc1noc(-c2cn(C3CCN(C(=O)COc4cccc(C)c4)CC3)nn2)n1,-13.0%
COc1ccc(C(=O)N[C@@H]2CCC[C@@H]2C(=O)NCCN2CCCC2)cc1,-8.7%

The list goes on (2 carried over from the part before).
Molecule,KDM5B inh
CCc1noc(-c2cn(C3CCN(C(=O)COc4cccc(C)c4)CC3)nn2)n1,-13.0%
COc1ccc(C(=O)N[C@@H]2CCC[C@@H]2C(=O)NCCN2CCCC2)cc1,-8.7%
CCc1noc(CN2CCN(c3oc(C4CC4)nc3C#N)CC2)n1,-7.3%
CCOC(=O)c1c(NC(=O)c2noc3c2CC(C)CC3)sc(C)c1C (configuration not stated),6.0%
CCOc1ccc(C(=O)OCc2cc(=O)n3nc(C4CCCCC4)sc3n2)cc1,-20.5%
CCCn1cc(C(=O)N[C@@H]2COCC[C@H]2Oc2ccc(C#N)cc2)c(C)n1,-21.1%
COc1ccc(C2=NN(CCC(=O)NCCc3ccccc3)C(=O)CC2)cc1,-43.8%
COc1ccc(Cl)cc1NC(=O)CCC1CCCN(C(=O)CCc2scnc2C)C1 (configuration not stated),-3.3%
CCCc1noc(-c2cn(C3CCN(C(=O)c4ccc(C)c(F)c4)CC3)nn2)n1,-23.6%
O=C(NCCc1ccccc1Cl)c1ccc(Cn2c(=O)c3cccn3c3cccnc32)cc1,?
CCOC(=O)c1c(C)[nH]c(C)c1S(=O)(=O)NCC(=O)N1CCN(c2cccc(C)c2)C(C)C1 (configuration not stated),-46.6%
Cc1ccccc1OCC(=O)N1CCC(c2nc3ccccc3s2)CC1,-17.8%
CCC(Oc1ccccc1)C(=O)Nc1sc(C(=O)OC)c(C)c1C(=O)OC (configuration not stated),1.5%
Clc1ccccc1CNc1nc2ccccc2n2cnnc12,?

Sorted by SMILES length (smallest number first): 6 of the compounds above
Molecule,KDM5B inh
c1ccc(CCC2CCNCC2)cc1,17.4%
Cc1cccc(NC(=O)CSc2nnc3scc(-c4ccccc4)n23)c1,4.4%
Cc1cccc(OCCc2noc(C3CCCN(C(=O)C(C)C)C3)n2)c1 (configuration not stated),-1.2%
CC1(CCCCN2CCOCC2)COc2ccc(C(=O)NCc3ccccc3)cc2N1 (configuration not stated),39.8µM*
COc1ccc(Cl)cc1NC(=O)CCC1CCCN(C(=O)CCc2scnc2C)C1 (configuration not stated),-3.3%
CCOc1ccc(Oc2ccc(NC(=O)c3nn(C)c(=O)c4ccccc34)cc2)cc1,-4.2%

Remaining list, next part.
Molecule,KDM5B inh
O=C(N[C@@H]1CCC[C@@H]1C(=O)NC1CCCCCC1)c1ccncc1,10.0%
Cc1c(C(=O)N2CCOC(CCCC(C)C)C2)cnc2cc(=O)[nH]n12 (configuration not stated),-36.3%
COc1ccc(-n2nc3n(c2=O)CCN(Cc2ccc(F)cc2)C3)cc1,14.4%[115 µM]
O=C(O)/C(=N/NC(=O)c1ccc(Cl)cc1)c1ccccc1,?
O=C(CC12CC3CC(CC(C3)C1)C2)Nc1ccc(C(=O)c2ccccc2)cc1,1.1%
CCC(=O)N1CCC(CC)(N2CCN(S(=O)(=O)c3cc(Cl)ccc3OC)CC2)C1 (configuration not stated),-8.8%
CCS(=O)(=O)N1CCC(N2C(=O)[C@H](OCCOC)[C@@H]2c2ccncc2)CC1,15.9%
CC(=O)Nc1ccc(C)cc1-c1nc2ccccc2n(CC(=O)c2ccc(Cl)cc2)c1=O,-7.0%
Fc1ccc(-c2csc(Nc3cccc4ccccc34)n2)cc1,?
CC1=C[C@@H](CNC(=O)Nc2ccc(Cl)cc2)[C@H](C(C)C)C[C@H]1CC(=O)N(C)Cc1cccnc1,-28.1%

Screening data from PubChem.
